A549 viability – kills or reduces viability of A549 cells in Nrf2 counter-screen; A549 ARE-Fluc cells, CellTiter-Fluor viability, 18-24 h; Potency, µM (series often up to 46 µM), for inactives: at the highest dose activity change, negative = cytotoxicity, usual class: inhibitors; 390,000 compounds, 0.16% hits; further: potency means the concentration at half of the fitted maximal effect; on the % scale 0 is the no-effect control and ±100 the full control effect
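Cytotoxicity counterscreen: CellTiter-Fluor fluorescence was measured in A549 ARE_Fluc cells after 18-24 h of compound exposure in a concentration series. The subsequent BugLite luminescent read reports ARE-luciferase activity.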
HepG2 tox – HepG2 cytotoxicity, counter-screen for TGF-b inhibitors. 410,000 compounds, 0.76% hits. Potency, µM (series often up to 46.1 µM), for the others: at the top dose activity change, negative = cytotoxicity, actives largely listed as cytotoxic. HepG2 CAGA-GFP viability, ATP luminescence, 18 h. AID 588856; further: potency means the concentration at half of the fitted maximal effect; some results filed as inactive show a strong effect at the top dose
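CellTiter-Glo luminescence gave cytotoxicity after 18 hours at 37 degrees C. The cells were HepG2 CAGA-GFP in 1% FBS DMEM, stimulated with 500 pg/mL TGF-beta after compound addition. %Activity was normalised to no-cell wells (complete cell-killing) and DMSO (no toxicity), and curves were fitted and classified.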
IL-1B inflam inh – blocks inflammasome-driven IL-1 beta release; AID 743279; 360,000 compounds, 4.7% hits; activity change, % at 57.5 µM; THP-1 LPS/ATP IL-1B secretion, AlphaLISA, 16 h; active compounds read low; in the data active means activity change below about -50%; inconclusive means mostly about -30% to -49%; further: on the % scale 0 is the no-effect control and ±100 the full control effect
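Secreted IL-1B measured by AlphaLISA bead assay after 16 h compound exposure of THP-1 cells; compounds (final up to 57.5 uM) added 1 h before LPS (250 ng/mL) and ATP (1.25 mM) stimulation; lower signal means less secretion.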
Nrf2 activator – activators of Nrf2 (ARE) signaling; AREc32 ARE-luciferase reporter (MCF7-derived line), luminescence, 24 h; Potency, µM (doses to about 46.1 µM), inactives show at the highest dose activation, most hits filed as activators; 410,000 compounds, 0.31% hits; further: potency means the concentration at half of the fitted maximal effect; % of control where 0% means no effect; nearly all actives have a fitted effect of over 65% in size
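ARE-driven firefly luciferase activity in AREc32 cells measured after a 24 hr compound exposure at 37 deg C, using Steady-Glo reagent and a 30 min room-temperature hold.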
TGFb SMAD3 inh – blocks TGF-b signaling; HepG2 CAGA-GFP TGF-b/SMAD3 reporter, GFP fluorescence, 18 h; TGF-beta stimulated, 500 pg/mL final; Potency, µM (highest dose often 46.1 µM), for the others: at the highest dose activity, negative = inhibition, actives largely listed as inhibitors; 410,000 compounds, 1.2% hits; further: potency means the concentration at half of the fitted maximal effect; on the % scale 0 is the no-effect control and ±100 the full control effect; nearly all actives have a fitted effect of over 65% in size
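Inhibition was scored as loss of TGF-beta-induced (500 pg/mL final, 18 hours, 37 degrees C) GFP in HEPG2 cells carrying a CAGA-GFP reporter, in DMEM with 1% FBS. Well GFP was summed per cell; Activity was normalised to unstimulated and stimulated DMSO wells, then concentration-response fitting.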
ATXN2 expr inh – inhibitors of ATXN2 expression; HEK-293 ATXN2-luciferase reporter, luminescence, 24 h; Potency, µM (titrated, usually from 57 µM), inactives show at the top dose activity change, negative = inhibition, actives largely listed as inhibitors; 360,000 compounds, 0.72% hits; further: potency means the concentration at half of the fitted maximal effect; on the % scale 0 is the no-effect control and ±100 the full control effect; nearly all actives have a fitted effect of over 55% in size
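ATXN2-luciferase reporter cells (luciferase flanked by upstream and downstream ATXN2 gene portions) were treated 24 h at 37 °C with compounds at up to 57 uM. SteadyGlo luminescence gave expression; GF-AFC fluorescence gave viability.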
MCF10A rereplic – induces DNA re-replication in MCF 10a normal breast cells | MCF 10A DNA re-replication, Hoechst nuclear intensity, 48 h | Potency, µM (titrated, usually from 46.1 µM), without a hit: at the top dose activity, positive = re-replication, actives largely listed as activators | 350,000 compounds, 2.9% hits | AID 624296; further: potency means the concentration at half of the fitted maximal effect; % of control where 0% means no effect; nearly all actives have a fitted effect of over 50% in size
Nrf2 inh – Nrf2 pathway inhibition. Potency, µM (highest dose often 46 µM), for inactives: top-dose activity change, negative = inhibition, most hits filed as inhibitors. A549 ARE-Fluc reporter, luciferase luminescence, 18-24 h. 360,000 compounds, 2.1% hits. AID 504444; further: potency means the concentration at half of the fitted maximal effect; on the % scale 0 is the no-effect control and ±100 the full control effect; nearly all actives have a fitted effect of over 60% in size
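Cells were seeded and rested 2 h, then exposed to compounds for 18-24 h. CellTiter-Fluor was read first as a viability measure. BugLite was added 15 min before the final luminescent read of ARE-luciferase activity in A549 cells.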
S2 tox – cell viability loss in ATXN counter-screen; S2 cells (HEK-293 line with an ATXN2-luciferase reporter) viability, CellTiter-Fluor protease fluorescence, 24 h; Potency, µM (series often up to 56.7 µM), actives largely listed as cytotoxic; 400,000 compounds, 0.49% hits; further: potency means the concentration at half of the fitted maximal effect; nearly all actives have a fitted effect of over 40% in size
The depositor's hits bear a star; i = inactive; u = inconclusive; x = not tested or not shown; & = joins results of further samples; [ ] = remark or other dose. Unless noted, the call rests on the fitted dose curve; in most records, active means well fitted curve in the direction sought with a large enough effect; inconclusive means small, poorly fitted or top-dose-only effect, or another doubt; inactive means no such curve, though single readings can be large; an effect the other way counts as inactive or inconclusive.

Below each compound: A549 viability	HepG2 tox	IL-1B inflam inh	Nrf2 activator	TGFb SMAD3 inh	ATXN2 expr inh	MCF10A rereplic	Nrf2 inh	S2 tox
> CCOC(=O)Cn1nc(C)c(NC(=O)COc2ccccc2[N+](=O)[O-])c1C
 : 0%	4%	40	2.7%	16%	-21%	-5%	-27%	i
> c1ccc(Cn2nnnc2C(c2ccccn2)N2CCOCC2)cc1 (stereo not given)
 : 0%	2%	2	-0.8%	0%	-3%	u	-8%	i
> CC1CC(C)CN(C(=O)COC(=O)CNS(=O)(=O)/C=C/c2ccccc2)C1 (stereo not given)
 : -1%	-16%	-13	3.3%	-1%	-12%	0%	15%	i
> N#Cc1ccc(/C=N/NC(=O)CCc2ccc(S(=O)(=O)N3CCOCC3)cc2)cc1
 : 1%	-15%	0	2.5%	0%	-3%	10%	-21%	i
> CCCc1cc2c(=O)c(-c3ccc4c(c3)OCCO4)c(C)oc2cc1OS(C)(=O)=O
 : u	-14%	-11	3.3%	-20%	-7%	21%	u	i
> CSc1ccccc1NC(=O)C1C2CCC(C2)C1C(=O)O (stereo not given)
 : -7%	9%	24	-0.3%	-3%	-9%[11.3 µM]	-8%	3%	i
> ClCc1csc(-c2ccc(Cl)cc2)n1
 : 0%	2%	u	0.6%	7%	-11%	u	9%	i
> CN(CCOc1ccccc1)C(=O)C1CCC(=O)N(CCN2CCOCC2)C1 (stereo not given)
 : -1%	-26%	0	-0.4%	-18%	2%	0%	-9%	i
> CCOc1ccc(Cn2c(CNS(=O)(=O)c3cccs3)nc3cccnc32)cc1
 : 6%	-11%	x	4.9%	-9%	x	x	x	x
> COc1cc(OC)cc(C(=O)N[C@H](C(=O)OCC(=O)N2CCN(S(=O)(=O)c3ccc(C)cc3)CC2)C(C)C)c1
 : -8%	-1%	0	-0.4%	-19%	-5%	1%	4%	i
> Cc1nc(N2CCOCC2)nc2c1CCCC2
 : 0%	7%	-1	0.3%	-2%	34%	6%	x	i
> O=S(=O)(c1ccc(Cl)cc1)c1nnn2c1nc(NCc1ccc3c(c1)OCO3)c1sccc12
 : -4%	1%	x	-0.7%	47%[activator]	x	x	-15%	x
> Cc1ccc(C2C(C(=O)c3cc4ccccc4o3)=C(O)C(=O)N2CCN(C)C)o1 (stereo not given)
 : -9%	-8%	0	u	-1%	3%	14%	-8%	i
> O=C(CSc1nnc(-c2cccs2)n1Cc1ccco1)c1ccc2c(c1)OCO2
 : -1%	-1%	-17	3.0%	-3%	-7%	23%	-10%	u
> Cc1cc(C)c(C(=O)/C=C/c2ccco2)c(=O)[nH]1
 : -2%	1%	u	11%	6%	3%	-33%[inhibitor]	16%	i
> CC#CCCCC(=O)Nc1ccccc1C(=O)O
 : 1%	-12%	22	-0.3%	u	20%	11%	u	i
> Cc1ccc(CSc2nc3ccncc3[nH]2)cc1
 : 2%	-90%	-17	-4.6%	-16%	u	1%	u	u
> Cc1ccc2c(c1)N(C(C)C(=O)NCc1cccs1)C(=O)CO2 (stereo not given)
 : -8%	14%	-5	-0.3%	25%	x	0%	-6%	i
> Cc1c(C=Nc2ccc(S(=O)(=O)CCO)cc2)c(O)[nH]c(=O)c1C#N
 : 3%	13%	15	0.2%	2%	-20%	5%	-7%	i
> Nc1nc2cc3c(cc2cc1C(=O)NCc1ccc(F)cc1)OCO3
 : x	x	22	2.8%	x	-14%	x	x	i
> CN(C)S(=O)(=O)c1cccc2c1C(=O)c1ccccc1C2=O
 : -8%	-15%	33	-0.5%	0%	6%	-24%	-22%	i
> COC(=O)c1nnn(-c2cccc(C)c2)c1N
 : -5%	1%	x	-0.7%	5%	15%	x	-12%	i
> Clc1ccc(Oc2nnnn2-c2ccccc2)cc1
 : -2%	-15%	-22	15%	1%	11%	0%	u	i
> CCOC(=O)C(=N/O)/C(C)=N/NC(=O)C(=O)Nc1ccc(Cl)cc1
 : 7%	-3%	-23	5.6%	u	x	-1%	u	i
> Cc1cc(C(=O)COC(=O)COc2ccc(C#N)cc2)c(C)n1C1CC1
 : 7%	-3%	1	-0.5%	10%	-8%	u	1%	i
> O=C(CCN1CCCCC1)Nc1cccc(Br)c1
 : 7%	12%	u	-1.2%	8%	-15%	u	0%	i
> CCOC(=O)C1(Cc2ccccc2)CCN(Cc2cnc(N3CCOCC3)s2)CC1
 : -5%	-20%	32	0.5%	-25%	2%[11.3 µM]	-7%	-24%	i
> CCCC(=O)N1c2ccc(-c3csc(N)n3)cc2CC1C (stereo not given)
 : -1%	-6%	-16	0.3%	3%	29%	-22%	3%	i
> Cn1c(-c2ccccc2)cc2ccccc21
 : -4%	-27%	2	0.6%	-24%	24%	-17%	u	i
> CCOC(=O)c1cccc(-n2c(C)nc3ccccc3c2=O)c1
 : 3%	-15%	5	0.0%	2%	0%	3%	0%	i

The results go on:
Below each compound: A549 viability	HepG2 tox	IL-1B inflam inh	Nrf2 activator	TGFb SMAD3 inh	ATXN2 expr inh	MCF10A rereplic	Nrf2 inh	S2 tox
> CCn1c(O)c(N=NC(=O)Cn2ccc(C(F)(F)F)n2)c2ccccc21
 : 2%	-34%	-22	0.2%	u	-4%	u	-4%	i
> COC(C(=O)Nc1ccc(Br)cc1F)c1ccccc1 (stereo not given)
 : u	-3%	-20	-0.7%	8%	x	3%	-20%	i
> Cc1ccc2nc(NCc3ccco3)c(C=NCc3ccco3)c(=O)n2c1
 : 0%	-1%	-13	-0.7%	-12%	8%	12%	-14%	i
> Cc1ccc(Cl)cc1NC(=O)CCS(=O)(=O)c1ccc2c(c1)n(C)c(=O)c(=O)n2C
 : -7%	4%&0%	0	0.0%&-0.4%	-13%	x	x	-4%	i
> Cc1cc(C(F)(F)F)n(-c2nc(C(=O)Nc3cccnc3)cs2)n1
 : -2%	17%	13	-0.4%	-6%	-6%	1%	-14%	i
> O=c1ccc2cc3c(-c4ccccc4)coc3cc2o1
 : 0%	-16%	-5	7.9%	2%	4%	23µM*	-5%	i
> COC(=O)c1sccc1NC(=O)Nc1ccc(F)cc1
 : -7%	1%	-10	2.5%	6%	4%	-33%[inhibitor]	-2%	u
> COC(=O)[C@@H]1CCCN1Cc1nc(Cc2ccc(OC)c(OC)c2)no1
 : 3%	3%	22	-0.6%	4%	-4%	-5%	5%	i
> O=C(N/N=C/C(Br)=C/c1ccccc1)NC1CCCCC1
 : -10%	-60%	-94*	u	u	40%[activator]	u	1%	i
> Cc1cc(C)cc(OCC(=O)NCc2nc(-c3ccccc3)no2)c1
 : -3%	1%	0	0.4%	-12%	-7%	u	4%	i
> Cc1c(C(=O)NCc2ccc(Cl)cc2)sc2nc3n(c(=O)c12)CCCCC3
 : 1%	0%	x	3.9%	-15%	-12%	x	10%	u
> Cc1cc(C(=O)COC(=O)c2cc(Cl)c(O)c(Cl)c2)c(C)n1C
 : 1%	-34%	13	1.0%	-25%	32%[activator]	3%	7%	i
> CCOc1ccc(C(=O)CCC(=O)Nc2ncccc2O)cc1
 : -4%	0%	6	3.4%	24%	28%	8%	u	u
> COc1cc2c(cc1OC)C(c1ccc(O)cc1)NCC2 (stereo not given)
 : 2%	-18%	-2	4.0%	-3%	-6%	0%	u	i
> Cc1cccc(N(CC(=O)NC(C)(C)C)C(=O)CNC(=O)c2cccs2)c1
 : -1%	2%	-14	0.2%	7%	-1%	-3%	-2%	i
> O=C(/C=C/c1ccc([N+](=O)[O-])cc1)N(c1ccccn1)C1CCCCC1
 : -18%	3%	-10	0.1%	u	-11%	13%	-15%	i
> O=C(CN1CCN(c2nc(-c3ccccc3)cs2)CC1)NCc1ccc2c(c1)OCO2
 : -19%	-18%	-14	2.6%	2%	-37%	12µM*	23µM*	i
> C[C@H](C(=O)CC(=O)OC(C)(C)C)[C@H](O)c1ccccc1
 : 0%&2%	-6%&-5%	34	-1.4%	7%&-2%	1%	6%	4%&13%	i
> O=C(NCCc1cccs1)C1CC(c2ccccc2F)=NO1 (stereo not given)
 : 6%	3%	-2	1.3%	u	23%	-27%	9%	i
> CCc1ccc(CNCCSc2nnnn2C)cc1
 : 6%	-2%	-11	0.1%	-4%	3%	u	20%	i
> CC1CCc2sc(C(=O)NNC(=S)NC3CC3)cc2C1 (stereo not given)
 : -3%	-2%	-1	0.0%	-8%	26%	1%	21%	u
> COC(=O)c1ccc2c(=O)n(CC3CCCO3)c(SCC(=O)Nc3ccccc3Cl)nc2c1 (stereo not given)
 : 0%	-3%	24	0.1%	-12%	u	253%[0.0737 µM]	9%	u
> COCCCNC(=O)CCCn1c(=O)[nH]c2ccccc2c1=O
 : 0%	-1%	-7	0.5%	3%	2%	1%	15%	i
> COCCNC(=O)C(c1ccccc1F)N(C(=O)C(=O)NC1CCCC1)C1CCCCC1 (stereo not given)
 : -10%	2%	14	-0.1%	4%	2%	-21%	-8%	i
> Cc1ccc(NC(=O)Nc2nc(-c3ccc(C)s3)cs2)cc1
 : u	-32%	-4	1.8%	u	u	21%	u	i
> Cc1cc(N)c2cc(NC(=O)/C=C/c3ccccc3Cl)ccc2n1
 : 10%	7.1µM*	-65*	-4.1%	7.1µM*	x	u	3%	8.9µM*
> COc1ccc(N2CCN(S(=O)(=O)c3cccc(C(F)(F)F)c3)CC2)cc1
 : x	-2%	6	0.1%	0%	1%	-1%	2%	i
> COc1cccc2cc(C(N)=O)oc12
 : 4%	-16%	-15	3.7%	-3%	3%[11.3 µM]	-5%	-3%	i
> O=C(NCc1cccc(F)c1)c1cccc2c1C(=O)c1ccc(N3CCCC3)cc1S2(=O)=O
 : -4%	-13%	0	0.5%	31%[activator]	10%	u	1%	i

As entered above:
Reading of CC1CCc2sc(C(=O)NNC(=S)NC3CC3)cc2C1 (stereo not given) under MCF10A rereplic: 1%
Reading of CCc1ccc(CNCCSc2nnnn2C)cc1 under TGFb SMAD3 inh: -4%

Assay outcomes as filed in PubChem BioAssay.
